Compound activity as filed in PubChem BioAssay.
M. tuberculosis HTS = M. tuberculosis growth inhibition, HTS (AID 449762); M. tuberculosis H37Rv growth inhibition, 7H9 media; higher % means a stronger effect; inhibition, % at 25 µM, or IC50 in µM where a hit was titrated; 0.59% of 330,000 active; in the data active means a potency from the dose series; inconclusive means inhibition above about 70% without an active follow-up result;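 further: bacterial growth assessed after seven days of incubation; strong numbers were not always called active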
M. tuberculosis = growth inhibition of non-replicating M. tuberculosis (AID 488890). Mycobacterium tuberculosis non-replicating, growth inhibition; higher % means a stronger effect. one-dose inhibition, % at 25 µM; IC50 in µM for titrated hits. 0.39% of 320,000 active; in the data active means a potency from the dose series; inconclusive means inhibition mostly from about 82% at the one dose, without a potency; inactive means the rest, 99 in 100 with inhibition below about 76%;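 further: plate controls were DMSO cells for no effect and high antibiotic wells for full effect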
H1N1 NS1A inhibition = H1N1 influenza NS1A inhibitors, functional cell based assay (AID 504329) | NS1A functional cell-based assay, percent inhibition; higher % means a stronger effect | one-dose inhibition, % at 12.5 µM; IC50 in µM for titrated hits | 0.3% of 340,000 active; in the data active means a potency from the dose series; inconclusive means inhibition above about 27% without an active follow-up result; further: strong numbers were not always called active
PhoP GFP inhibition = Inhibition of PhoP regulon, Salmonella typhi GFP reporter cells, confirmation, 4 h (AID 1850). 0.33% of 310,000 active. Salmonella Typhi PhoP-promoter GFP reporter, fluorescence, 4 h; higher % means a stronger effect. inhibition, % at 50 µM; hits with a dose series show IC50 in µM; in the data active means a potency from the dose series; inconclusive means inhibition mostly from about 25% at the one dose, without a potency; inactive means the rest, 99 in 100 with inhibition below about 19%;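 further: 0% = induced wells with vehicle and 100% = uninduced wells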
inhibitors of VEEV = inhibitors of VEEV TC-83 cytopathic effect, confirmation, Vero cells (AID 588727). inhibition, % at 20 µM, or IC50 in µM where a hit was titrated. 0.13% of 350,000 active. Vero cells, VEEV TC-83 cytopathic effect inhibition; higher % means a stronger effect; in the data active means a potency from the dose series; inconclusive means inhibition mostly from about 14% at the one dose, without a potency; inactive means the rest, 99 in 100 with inhibition below about 12%; further: strong numbers were not always called active
inhibitors of VEEV 10K pilot screen = further read-out of inhibitors of VEEV, marked with its call; inhibition, %; measured here: 10K pilot screen inhibition
* = called active by the depositor; i = inactive; ? = inconclusive; nt = not tested or not shown; & = joins results of further samples.

SMILES	M. tuberculosis HTS	M. tuberculosis	H1N1 NS1A inhibition	PhoP GFP inhibition	inhibitors of VEEV	others
Cc1nc2sccn2c(=O)c1CCN1CCC(=C(c2ccc(F)cc2)c2ccc(F)cc2)CC1	?	77%	12%	5%&3%	2.2%
O=C(Cn1ncn2c(cc3ccccc32)c1=O)NCc1ccco1	-3%	-4%	0%	1%	i
O=C(Cn1cnc([N+](=O)[O-])c1)c1ccc(F)cc1	4%	1%	-13%	-22%	3.2%
Cc1cc(C)n(-c2nc3nonc3nc2Nc2cccc(C)c2C)n1	1%	11%	-2%	5%	1.0%
Cc1cc(C(=O)N/N=C/c2cn(C)nc2C)c2ccccc2n1	3%	-14%	-10%	1%	1.4%
Cc1cccc2cc(CN(Cc3ccco3)C(c3nnnn3CCc3ccccc3)C(C)C)c(=O)[nH]c12 (stereo unspecified)	-3%	21%	-2%	17%	4.8%
COc1ccc(C2C(C#N)=C(N)Oc3cc(O)ccc32)cc1Cl (stereo unspecified)	2%	-2%	-2%	8%	2.9%
COC(=O)c1nnn(-c2nonc2N)c1CSc1nc2ccccc2s1	6%	20%	-6%	7%	5.4%
CC1CC(C)CN(CC(O)COCc2ccccc2)C1 (stereo unspecified)	5%	-5%	-3%	-8%	i
CC1CCCN(Cc2nc3c(c(=O)n(C)c(=O)n3C)n2CC(N)=O)C1 (stereo unspecified)	0%	-7%	0%	4%	3.6%	inhibitors of VEEV 10K pilot screen=0.6
COCCN(Cc1ccco1)C(=O)Cn1ncc2c(=O)oc3ccccc3c21	2%	7%	-10%	-7%	1.1%
CCCCN(C)c1nc(-c2ccco2)c2c(c1C#N)CC(C)(C)OC2	-4%	73%	7%	1%	3.5%
O=C(NC(=O)N1CCCCC1)c1ccccc1	-2%	-7%	-7%	4%	1.2%
Cc1ccc(-c2ccc(SCC(=O)NC3CCCC3)nn2)cc1	-4%	39%	19%	2%	1.2%
O=C(Cc1ccccc1)N/N=C/c1cccs1	1%	1%	4%	-9%	2.5%
O=C(Nc1ccc(O)cc1)C1CCCO1 (stereo unspecified)	-9%	-11%	20%	6%	2.5%
CC(C)C[C@@H](CN=[N+]=[N-])N1CCN(C)CCC1=O	-7%	11%	-12%	-36%	0.5%
O=C(O)/C=C/C(=O)c1ccc2c(c1)NC(=O)CO2	3%	-29%	2%	5%	0.3%
COc1ccccc1-c1c(-c2ccc(O)cc2O)n[nH]c1C(F)(F)F	1%	11%	0%	-16%	1.3%
C=CCN(c1ccc(C(=O)N(CC)CC)cc1)S(C)(=O)=O	-9%	5%	-2%	0%	0.2%
COc1ccccc1CNC(=O)C(CCSC)NC(=O)C1CCC(C)CC1 (stereo unspecified)	-8%	13%	-3%	4%	0.5%	inhibitors of VEEV 10K pilot screen=1.2
N#CC1(c2nc3ccccc3[nH]2)CC1c1ccc2c(c1)OCO2 (stereo unspecified)	-2%	7%	4%	3%	8.1%
Cc1cccnc1NC(N)=S	-12%	-7%	-8%	-4%	4.0%
COc1ccc(-c2nc(CC(=O)Nc3cccc(S(=O)(=O)NC4=NCCC4)c3)cs2)cc1	9%	-19%	-7%	nt	9.9%
O=C(COC(=O)C1CCC1)Nc1cccc(Cl)c1	1%	5%	-5%	-3%	3.2%
CN1CCN(C(=O)c2ccc(C(F)(F)F)cc2)CC1	2%	-2%	-13%	12%	1.3%
CC(=O)c1sc(N/N=C2\CC3CC2C(C)C3(C)C)nc1C (stereo unspecified)	?	60%	5%	-2%	8.0%
Cc1ccc(C)c(NC(=O)N2CCc3ccccc3C2)c1	-4%	14%	-3%	-4%	3.7%
COc1ccc(C2=NN3C(C2)c2ccccc2OC32C(=O)N(C)c3ccccc32)cc1 (stereo unspecified)	16%	-4%	1%	-14%	6.2%
CCOc1ccccc1C(=O)Nc1nnc(SCC(=O)N2CCOCC2)s1	-5%	-17%	-4%	5%	7.5%
O=C(CCN1C(=O)C2C3C=CC(C3)C2C1=O)N1CC(=O)N(CCc2ccccc2)C(=O)C1 (stereo unspecified)	-5%	-3%	6%	5%	0.2%
CCn1c(SCC(=O)N2CCOCC2)nnc1C(C)NC(=O)c1ccccc1 (stereo unspecified)	-5%	-1%	-4%	-7%	1.9%
CCOC(=O)CN1CCc2c(C)nc3c(-c4ccc(OC)c(OC)c4)cnn3c21	-8%	3%	4%	1%	i
COc1cc(C)c(C(=O)CSc2nnc(CNC(=O)c3ccco3)n2C)cc1C	-6%	-4%	-4%	7%	4.7%
Cc1cc2c(cc(C(=O)N3CCC(C(=O)N4CCCC4)CC3)n2Cc2c(F)cccc2Cl)o1	-4%	19%	-13%	5%	3.5%
O=[N+]([O-])c1ccc(/C=N/n2c(-c3ccccc3)n[nH]c2=S)cc1	-2%	-13%	3%	-3%	6.0%
CNC(=O)CSc1nnc(-c2ccncc2)n1Cc1ccccc1	8%	2%	-1%	1%	i
Oc1c(/C=N/c2ncn[nH]2)ccc2ccccc12	-5%	-2%	-5%	-2%	0.1%
Cc1[nH]c2ccccc2c1/C=N/NC(=O)c1cc(C(C)(C)C)[nH]n1	12%	28%	nt	2%	?
CCOc1cc(/C=N/NC(=O)c2ccccn2)ccc1OC(=O)c1cccs1	?	5.5µM*	-6%	-5%	2.5%
O=C(N/N=C/c1ccco1)c1ccccc1OCc1ccc(Br)cc1	10%	55%	-6%	-2%	1.7%
CCCn1c(N)c(C(=O)CSc2nc3ccccc3n2CCC#N)c(=O)n(C)c1=O	4%	-10%	6%	-3%	1.0%
CC(C)NS(=O)(=O)c1ccc(CCC(=O)O)cc1	-1%	5%	-33%	0%	1.7%
CN1CCN(C(=O)c2ccc(N(Cc3ccc(Cl)cc3)S(C)(=O)=O)cc2)CC1	-4%	-5%	-3%	7%	0.8%
COc1ccc(-c2nn(-c3ccccc3)cc2/C=C\C(=O)N2CCOCC2)cc1[N+](=O)[O-]	10%	28%	-8%	-5%	i
COc1ccc(C)cc1Nc1n[n+](-c2ccccc2)c(-c2ccc(N(C)C)cc2)s1	?	?	11%	-6%	13%
O=C(COC(=O)CSc1ccc2ccccc2c1)NCc1ccc2c(c1)OCO2	-19%	?	2%	-4%	1.5%
CCOC(=O)N1CCN(Cc2nc3cc(NC(=O)CC)ccc3n2CC)CC1	7%	-11%	-8%	4%	0.4%

Three compounds out of the list, arranged by formula weight, lowest first:
SMILES	M. tuberculosis HTS	M. tuberculosis	H1N1 NS1A inhibition	PhoP GFP inhibition	inhibitors of VEEV	others
O=C(Cc1ccccc1)N/N=C/c1cccs1	1%	1%	4%	-9%	2.5%
C=CCN(c1ccc(C(=O)N(CC)CC)cc1)S(C)(=O)=O	-9%	5%	-2%	0%	0.2%
O=C(CCN1C(=O)C2C3C=CC(C3)C2C1=O)N1CC(=O)N(CCc2ccccc2)C(=O)C1 (stereo unspecified)	-5%	-3%	6%	5%	0.2%

The main list resumes, repeating the four entries before the break.
SMILES	M. tuberculosis HTS	M. tuberculosis	H1N1 NS1A inhibition	PhoP GFP inhibition	inhibitors of VEEV	others
COc1ccc(-c2nn(-c3ccccc3)cc2/C=C\C(=O)N2CCOCC2)cc1[N+](=O)[O-]	10%	28%	-8%	-5%	i
COc1ccc(C)cc1Nc1n[n+](-c2ccccc2)c(-c2ccc(N(C)C)cc2)s1	?	?	11%	-6%	13%
O=C(COC(=O)CSc1ccc2ccccc2c1)NCc1ccc2c(c1)OCO2	-19%	?	2%	-4%	1.5%
CCOC(=O)N1CCN(Cc2nc3cc(NC(=O)CC)ccc3n2CC)CC1	7%	-11%	-8%	4%	0.4%
COc1cc2c3c(c1)/C(=C1/SC(=S)NC1=O)C(=O)N3C(C)(C)C=C2C	-4%	40%	-1%	-4%	3.0%
CC(C)n1c(=O)c(C=Nc2ccc(Cl)cc2)c(O)n(Cc2ccco2)c1=O	1%	35%	nt	-21%	nt
O=C(O)CCCNS(=O)(=O)c1ccccc1	-5%	-9%	2%	3%	0.2%
Cc1ccccc1C(=O)O/N=C(\N)c1ccc([N+](=O)[O-])cc1	-1%	-6%	8%	5%	7.3%
CC(=O)Nc1ccc(S(=O)(=O)n2nc(-c3ccc(C)cc3)nc2N)cc1	-5%	-1%	7%	3%	0.1%
CCOC(=O)N1CCN(C(=O)C2CCCN(S(=O)(=O)c3ccccc3)C2)CC1 (stereo unspecified)	-6%	4%	8%	-4%	i
CC(C)Cc1cc(C(=O)Nc2ccccc2)c2ccccc2n1	4%	0%	-2%	5%	1.0%
Cc1c(NC(=O)c2nn3c(C(F)(F)F)cc(-c4ccccc4)nc3c2Cl)c(=O)n(-c2ccccc2)n1C	-3%	-12%	3%	4%	i
Cc1ccccc1CS(=O)(=O)c1snnc1C	-3%	12%	1%	-1%	i
Cc1noc(C)c1COc1ccccc1C(=O)N1CCN(c2cccc(C(F)(F)F)c2)CC1	-6%	20%	-13%	nt	4.6%
O=C(Nc1ccc(Br)cc1F)C1CC(=O)N(C2CCCCC2)C1 (stereo unspecified)	-15%	5%	-7%	-1%	2.2%
CC(C)(C)OC(=O)NCCCCCNC(=O)c1[nH]cnc1C(=O)NC1CCN(C(=O)OC(C)(C)C)CC1	-5%	58%	-14%	nt	8.8%

A section taken from the entries so far:
SMILES	M. tuberculosis HTS	M. tuberculosis	H1N1 NS1A inhibition	PhoP GFP inhibition	inhibitors of VEEV	others
COc1cc2c3c(c1)/C(=C1/SC(=S)NC1=O)C(=O)N3C(C)(C)C=C2C	-4%	40%	-1%	-4%	3.0%
CC(C)n1c(=O)c(C=Nc2ccc(Cl)cc2)c(O)n(Cc2ccco2)c1=O	1%	35%	nt	-21%	nt
O=C(O)CCCNS(=O)(=O)c1ccccc1	-5%	-9%	2%	3%	0.2%

The list goes on.
SMILES	M. tuberculosis HTS	M. tuberculosis	H1N1 NS1A inhibition	PhoP GFP inhibition	inhibitors of VEEV	others
CCCn1c(N)c(C(=O)CSc2nc3ccccc3s2)c(=O)[nH]c1=O	11%	13%	7%	15%	?
CC(C)C[C@H](N)c1cn([C@@H](Cc2ccc(O)cc2)C(=O)N2CCNCC2)nn1	2%	-9%	-10%	-3%	2.1%
O=C(CN1C(=O)c2cccnc2Oc2ccc(Cl)cc21)Nc1ccccc1F	-8%	46%	5%	5%	8.3%
Cc1cc(=O)[nH]c(SCCOc2ccc(OC(C)C)cc2)n1	-2%	67%	0%	4%	2.5%
O=C(Nc1nnc(COc2ccc(Cl)cc2)s1)c1cccs1	8%	8%	2%	-5%	0.0%
Nc1ncnc(Sc2ncccn2)c1[N+](=O)[O-]	nt	nt	14%	nt	?
CC(C)(C)C(=O)O/N=C(\N)c1ccc([N+](=O)[O-])s1	-1%	8%	3%	18%	i
CC1=C(C(=O)c2ccccc2)C(c2ccc(N3CCOCC3)cc2)NC(=O)N1 (stereo unspecified)	5%	nt	-6%	-8%	i
CCOc1ccc(OCCC(=O)OC(C)C(=O)Nc2ccc(C(C)=O)cc2)cc1 (stereo unspecified)	-1%	64%	-3%	-7%	1.4%
CC(Oc1cc2oc(=O)c3c(c2cc1Cl)CCC3)C(=O)N1C[C@H]2C[C@@H](C1)c1cccc(=O)n1C2 (stereo partly specified)	-7%	4%	-5%	1%	2.2%
CCc1ccc(Nc2n[n+](C)c(-c3ccncc3)s2)cc1	45µM*	60%	-2%	2%	i
CCCCOc1ccc(NC(=O)Cn2c(=O)ccc3c(C)cc(C)nc32)cc1	-2%	-3%	-1%	-7%	0.1%
CC(C)c1c(C(=O)N/N=C/c2cccc(OCc3ccccc3)c2)nnn1-c1nonc1N	-1%	26%	1%	-1%	3.7%
CCc1ccccc1NC(=O)c1cc(S(=O)(=O)N2CCc3ccccc32)cn1C	-5%	-7%	0%	-2%	0.8%
COc1ccc(N2CCN(C(=O)COC(=O)[C@@H](NC(=O)OCc3ccccc3)C(C)C)CC2)cc1	nt	nt	-1%	nt	1.7%
Cc1cc(Cl)ccc1NC(=O)CN1CCN(C(=O)c2ccco2)CC1	6%	0%	-4%	2%	2.3%
COc1ccc(CCNC(=O)COc2ncnc3ccccc23)cc1	3%	-2%	7%	2%	0.1%
COC(=O)C1CC23C=CCN4CCC5(c6ccccc6NC15C2C)C43 (stereo unspecified)	1%	27%	-4%	-17%	i
